APOBEC3A inh: inhibitors of human APOBEC3A DNA deaminase; P31941; recombinant A3A, FAM/TAMRA ssDNA deamination fluorescence; inhibition, % at 20 µM; hit rate 0.41% among 330,000; AID 493011;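 active = at least 40% inhibition at 20 µM here, with at most 30% in a related deaminase screen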;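 note: plate controls were A3A with DMSO for no effect and wells lacking A3A enzyme for full effect; some results filed as inactive read as strong as hits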
Target sequence (P31941 whole entry, looked up): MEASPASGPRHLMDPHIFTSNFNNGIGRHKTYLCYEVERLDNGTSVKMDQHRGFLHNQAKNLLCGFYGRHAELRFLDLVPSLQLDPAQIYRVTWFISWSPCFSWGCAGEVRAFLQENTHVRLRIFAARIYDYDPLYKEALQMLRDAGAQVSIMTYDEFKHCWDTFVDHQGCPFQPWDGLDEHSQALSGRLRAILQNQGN
A3G deaminase: blocks human APOBEC3G single-stranded DNA deamination; Q9HC16; recombinant A3G, ssDNA deamination FAM/TAMRA fluorescence; inhibition, % at 20 µM; hit rate 0.28% among 330,000; AID 493012;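 active = inhibition of at least 40% at 20 µM, with no more than 30% in the related APOBEC3A deaminase screen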;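 note: plate controls were DMSO wells with A3G for no effect and wells lacking A3G enzyme for full effect; some compounds called inactive have numbers as strong as hits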
Target sequence (Q9HC16 whole entry, looked up): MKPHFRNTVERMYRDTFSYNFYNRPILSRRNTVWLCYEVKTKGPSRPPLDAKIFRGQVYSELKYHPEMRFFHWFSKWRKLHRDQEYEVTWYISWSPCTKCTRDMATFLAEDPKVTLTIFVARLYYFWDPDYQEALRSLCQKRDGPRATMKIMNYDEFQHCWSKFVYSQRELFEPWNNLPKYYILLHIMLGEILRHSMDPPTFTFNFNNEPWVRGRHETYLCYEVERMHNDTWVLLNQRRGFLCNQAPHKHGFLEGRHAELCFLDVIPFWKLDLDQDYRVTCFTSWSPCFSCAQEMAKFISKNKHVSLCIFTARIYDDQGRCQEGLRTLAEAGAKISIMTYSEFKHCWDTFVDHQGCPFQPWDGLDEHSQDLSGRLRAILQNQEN
MPTP inh: inhibitors of mitochondrial permeability transition pore. isolated mouse mitochondria, Ca2+ swelling absorbance, 30 min. hit rate 1.4% among 360,000. inhibition, % at 10 µM;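 active = inhibition of 50% or more, scaled per plate between neutral and stimulator controls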;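 note: 0% = DMSO wells given calcium and 100% = 1 mM EGTA wells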
mIAP inh: mouse IAP inhibition; purified mouse IAP, CDP-Star luminescence, 30 min; inhibition, % at 10 µM; hit rate 0.2% among 330,000; AID 2806;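 active = inhibition of at least 40% at 10 µM in the primary screen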;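 note: plate controls were DMSO with enzyme for no effect and no enzyme wells for full effect; values of inactives mirror those of a sister screen read the other way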
NR3A LBD binder: modulates the human NR3A ligand-binding domain. Tm shift relative to glycine control, % at 25 µM. hit rate 2.5% among 340,000. AID 1259313. NR3A LBD differential scanning fluorimetry, Tm shift; 0% = protein alone, 100% = glycine-bound protein;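 active = melting temperature shift of at least 10% of the positive control shift, at one fixed dose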
mIAP activ: mouse IAP activation; muIAP, CDP-Star luminescence, 30 min; hits give high values; 1 = vehicle-only enzyme signal, 0 = enzyme-free wells; AID 2805; activation factor at 10 µM; hit rate 0.24% among 330,000;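 active = activation factor of at least 2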; note: the source names both 10 and 20 µM as test concentration; values of inactives mirror those of a sister screen read the other way
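also added = chemiluminescent substrate CDP-Star | test system = mouse IAP enzyme | signal = chemiluminescence readout | compound = DMSO-dissolved test compounds | incubation = 30 min at room temperature | benchmarks = DMSO wells, no-enzyme wells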
hIAP activ: human IAP activation. P09923. purified human IAP, CDP-Star luminescence, 30 min; hits give high values; 1 = vehicle-only enzyme, 0 = enzyme-free background. activation factor at 10 µM. hit rate 0.16% among 330,000. AID 2524;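 active = activation factor of the enzyme at least 2-fold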; note: the source names both 10 and 20 µM as test concentration; values of inactives mirror those of a sister screen read the other way
Target sequence (P09923 whole entry, looked up): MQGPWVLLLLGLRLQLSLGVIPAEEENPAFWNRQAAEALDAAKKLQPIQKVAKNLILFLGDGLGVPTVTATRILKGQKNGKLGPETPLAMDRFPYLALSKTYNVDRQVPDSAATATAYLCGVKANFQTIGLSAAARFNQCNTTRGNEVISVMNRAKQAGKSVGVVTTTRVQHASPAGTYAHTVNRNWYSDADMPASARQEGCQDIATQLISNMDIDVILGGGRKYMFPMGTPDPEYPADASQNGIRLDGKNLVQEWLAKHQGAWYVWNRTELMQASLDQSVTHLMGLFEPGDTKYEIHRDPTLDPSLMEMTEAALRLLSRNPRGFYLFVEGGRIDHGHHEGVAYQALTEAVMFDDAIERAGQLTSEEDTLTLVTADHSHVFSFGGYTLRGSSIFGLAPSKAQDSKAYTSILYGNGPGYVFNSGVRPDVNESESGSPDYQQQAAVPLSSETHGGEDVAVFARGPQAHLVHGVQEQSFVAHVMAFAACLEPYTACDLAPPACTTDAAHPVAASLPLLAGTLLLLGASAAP
hIAP inh: human IAP inhibition | P09923 | purified IAP, CDP-Star luminescence, 30 min | inhibition, % at 10 µM | hit rate 0.12% among 330,000;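 active = inhibition reaching a set limit with compound at 10 µM in the primary screen, cut at about 35% in these data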;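 note: plate controls were DMSO wells with enzyme for no effect and no-enzyme buffer wells for full effect; values of inactives mirror those of a sister screen read the other way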
beta cell repl: inducers of beta-cell replication in MIN6 cells; MIN6 cells proliferation, ATPlite luminescence, 48 h; cells starved in 0.2% serum; 100% = growth in 10% serum; proliferation, % at 10 µM; hit rate 0.29% among 330,000; AID 2380;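 active = compounds whose signal lies at least 3.5 SD above the mean of all wells on their plate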;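 note: 0% = DMSO-treated cells in low-serum medium and 100% = 10% serum control; some compounds called inactive have numbers as strong as hits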
* marks the source's active call; other numbers are inactive results; . = not tested or not shown.

SMILES	APOBEC3A inh	A3G deaminase	MPTP inh	mIAP inh	NR3A LBD binder	mIAP activ	hIAP activ	hIAP inh	beta cell repl
Cc1nc(C#N)c(N/N=C/c2c(F)cccc2Cl)o1	-1	-7	-1.1	-6	4	1.1	0.84	16	1
CCOC(=O)CSc1nnc(-c2ccc(OC)cc2OC)o1	1	-5	0.1	-3	1	1	1	-1	-1
CC(C)n1c(SCC(=O)Nc2ccc3c(c2)OCO3)nc2c1c(=O)n(C)c(=O)n2C	-3	-3	1.7	-13	-1	1.1	1	-3	3
CCc1cc2c(cc(C(=O)O)n2C)s1	-22	-2	-1.4	6	-3	0.94	1.1	-8	2
O=C(Nc1ncc2c(n1)-c1ccccc1OC2)c1ccc(Cl)cc1Cl	-1	-4	1.0	2	-2	0.98	0.95	5	-1
COc1ccc(CN2CC(COCc3ccccc3)Oc3ccccc3S2(=O)=O)cc1 (centres undefined)	4	1	1.5	-7	1	1.1	.	.	.
CCc1nnc(NC(=O)c2ccc(S(=O)(=O)NC3CCCCC3)cc2)s1	-1	-5	1.1	10	-1	0.9	0.9	10	-3
O=C(COC(=O)/C=C/c1cccs1)Nc1cccc(S(=O)(=O)N2CCOCC2)c1	0	-5	-1.6	-3	0	1	1.1	-5	0
CCOC(=O)C(C)Oc1ccc2c(C)cc(=O)oc2c1C(C)=O (centres undefined)	-2	-4	-0.6	-3	-2	1	1.2	-17	-1
COCCn1c(SCCCc2ccccc2)nc2c1c(=O)[nH]c(=O)n2C	-4	-8	-2.1	-5	-1	1.1	0.99	1	5.5*
O=[N+]([O-])c1ccc(S(=O)(=O)CC(CN2CCCCC2)N2CCCCC2)cc1 (centres undefined)	-3	-10	-0.2	-7	-1	1.1	0.83	17	-6
CC(=O)c1cccc(N(C(=O)c2ccco2)C(C(=O)NC2CCCC2)c2cccs2)c1 (centres undefined)	0	-5	-0.5	1	-4	0.99	0.89	11	3
COC(=O)n1c(=O)oc2cc(S(=O)(=O)N3CCOCC3)ccc21	-3	-9	-1.6	1	0	0.99	0.88	12	1
O=C(CSCc1cc(=O)[nH][nH]1)Nc1ccc(F)cc1	-1	-5	-4.8	5	0	0.95	1	-4	-2
Cc1cc(C(=O)N/N=C/c2ccc(C)o2)c2ccccc2n1	3	0	-0.1	-10	-2	1.1	1.1	-8	1
NC(=O)C1CCN(C(=O)C23CC4CC(CC(C4)C2)C3)CC1	1	-1	-0.7	-3	-1	1	1.2	-20	0
O=C(NCc1ccncc1)C(=O)NCC1OCCN1S(=O)(=O)c1ccc(Br)cc1 (centres undefined)	-3	-7	0.2	5	0	0.95	1.1	-5	-3
CCOC(=O)[C@@H]1[C@H]2COc3cc(OC)ccc3[C@@H]2N2C(=O)N(c3ccc(OC)cc3)C(=O)[C@]12C	1	-13	-0.5	-17	-1	1.2	1	-5	-1
N=c1c(C(=O)NC2CCCCC2)cc2c(=O)n3ccccc3nc2n1Cc1cccnc1	-1	-7	0.7	6	0	0.94	0.87	13	-3
CCCc1nc2c(c(=O)c3ccccc3n2C)c(=O)n1-c1cc(C)cc(C)c1	4	0	2.5	5	1	0.95	0.95	5	-3
CCOc1cc(N2CCOCC2)c(OCC)cc1NC(=O)CN1C(=O)NC2(CCCCC2C)C1=O (centres undefined)	0	-6	-0.8	10	3	0.9	0.89	11	-5
COc1ccc(C(=O)CSc2nnc(-c3ccco3)n2CC2CCCO2)cc1 (centres undefined)	0	2	0.7	-6	2	1.1	1.1	-8	-2
O=C(NC1CCCC1)C1CCCN1C(=O)Oc1ccccc1 (centres undefined)	1	-3	2.3	7	0	0.93	0.86	14	-4
COc1ccccc1CCNC(=O)C1CCC(=O)N(Cc2ccccc2OC)C1 (centres undefined)	-2	-4	0.0	-4	0	1	1.1	-11	-1
O=C1C=C(O)c2c(O)cc(O)c(O)c2C1=O	83*	8	6.3	69*	-3	0.31	0.83	17	-3
CCn1c2ccc(F)cc2c2nnc(NN)nc21	-2	-4	1.3	5	0	0.95	1	-3	0
COc1ccc(CCCc2nnc(SCc3nc4ccccc4c(=O)[nH]3)n2C)c(C)c1	6	-4	1.3	7	-2	0.93	0.95	5	-2
COC(=O)/C=C1/S/C(=N/N=C/c2ccco2)NC1=O	1	-4	1.6	22	1	0.78	0.99	1	0
CCOC(=O)c1nc(C)sc1-c1ccnn1S(=O)(=O)c1cccc(Cl)c1	-5	-6	3.3	11	-1	0.89	1.1	-10	1
Cc1n[nH]c(C)c1N1C(=O)c2cccc3cc(Br)cc(c23)C1=O	-6	1	-3.1	7	0	0.93	1.3	-27	4
CC(C)c1cccc(C(C)C)c1NC(=O)COC(=O)C1CCC1	0	5	-3.0	-8	.	1.1	1.3	-25	-3
COc1ccc(Br)cc1CN(C)C(C)C(=O)Nc1cccc(C(C)=O)c1 (centres undefined)	1	6	6.2	-2	3	1	1.1	-9	0
COc1ccccc1CNC(=O)c1cccc(C)c1[N+](=O)[O-]	1	-2	0.1	13	-2	0.87	0.91	9	-2
CNC(=O)CSc1nnnn1CCCOC	1	-4	-3.7	9	1	0.91	0.99	0	0
CCn1c(SCC(=O)Nc2ccc3c(c2)OCCO3)nnc1-c1cccnc1	-2	5	0.0	-9	-3	1.1	1.1	-6	0
Cc1ccc(C)c(/C=C2\N=C(c3ccccc3F)OC2=O)c1	-1	-3	-0.9	8	2	0.92	0.91	10	-3
CCN(CC)CCCNC(=O)CSc1nc(-c2cccs2)cc(C(F)(F)F)n1	4	-3	1.7	10	-1	0.9	0.95	5	0
CSc1ccccc1OCc1cc(C(=O)N(C)Cc2ccncn2)no1	3	1	-1.0	2	-1	0.98	0.86	14	-3
Cc1ccc(CNC(=O)c2cc3c(=O)n(C)c4ccccc4c3n2C)o1	-6	-7	-0.4	6	1	0.94	0.81	19	-1
CC1CCCCC1NC(=O)CSc1nnc(-c2ccco2)n1C (centres undefined)	-3	-6	0.1	2	1	0.97	0.94	6	-1

Single records, as listed above. Order of values: APOBEC3A inh	A3G deaminase	MPTP inh	mIAP inh	NR3A LBD binder	mIAP activ	hIAP activ	hIAP inh	beta cell repl
Shown for O=[N+]([O-])c1ccc(S(=O)(=O)CC(CN2CCCCC2)N2CCCCC2)cc1 (centres undefined) → -3	-10	-0.2	-7	-1	1.1	0.83	17	-6
Shown for CC(C)n1c(SCC(=O)Nc2ccc3c(c2)OCO3)nc2c1c(=O)n(C)c(=O)n2C → -3	-3	1.7	-13	-1	1.1	1	-3	3
Shown for CCn1c2ccc(F)cc2c2nnc(NN)nc21 → -2	-4	1.3	5	0	0.95	1	-3	0
Shown for CSc1ccccc1OCc1cc(C(=O)N(C)Cc2ccncn2)no1 → 3	1	-1.0	2	-1	0.98	0.86	14	-3
Shown for CCn1c(SCC(=O)Nc2ccc3c(c2)OCCO3)nnc1-c1cccnc1 → -2	5	0.0	-9	-3	1.1	1.1	-6	0

More entries follow:
SMILES	APOBEC3A inh	A3G deaminase	MPTP inh	mIAP inh	NR3A LBD binder	mIAP activ	hIAP activ	hIAP inh	beta cell repl
O=c1cc(CS(=O)(=O)c2ccccc2)nc(-c2ccncc2)[nH]1	1	0	-0.6	0	-2	1	0.97	3	-1
NC1=NC2=C(CCCC2)C2(CCCCC2)S1	-4	-4	8.7	2	-2	0.98	1	-3	-6
CCOC(=O)CN(C(=O)COC(=O)C1=NNC(=O)CC1)c1ccc(F)cc1	1	0	-1.4	-9	-1	1.1	1.1	-10	-1
COc1ccc(/C=C(\C#N)C(=O)Nc2cc(C)c(Cl)cc2OC)cc1O	-1	-6	14	4	2	0.96	1	-2	-2
CCOC(=O)CSCc1cn2cc(Cl)ccc2n1	-6	-8	-2.1	3	-1	0.97	0.85	15	0
Cn1c(SCC(=O)NC(=O)Cc2ccccc2)nnc1-c1ccc(F)cc1	0	2	-1.2	0	-2	1	1.1	-10	-3
CCCCCNC(=O)c1ccc2c(=O)n(CCCN3CCCC3=O)c(=S)[nH]c2c1	1	5	-1.8	3	0	0.97	0.9	10	-1
CC1(C)CC2CC(C)(CN2S(=O)(=O)c2ccc(C(=O)Nc3ccc(S(=O)(=O)N4CCOCC4)cc3)cc2)C1 (centres undefined)	-6	-8	44	10	6	0.9	1.1	-8	-4
CCOC(=O)/C(C#N)=C/C=C1/C=CC=CN1C	1	0	4.7	9	1	0.91	0.73	27	1
COc1ccccc1NC(=O)/C(C#N)=C/c1ccc(OCCN2CCOCC2)c(OC)c1	1	-10	0.6	-1	0	1	1.2	-20	0
COc1ccc(Cn2c(C(C)C)nc3sc4ccccc4c(=O)c3c2=O)cc1	-3	-9	21	14	-2	0.86	0.8	20	-1
CCOC(=O)C1C(=O)CC(=O)CC1CC(C)SCC (centres undefined)	0	1	0.5	-16	-2	1.2	1	-3	-1
O=C(CSc1nnc(CNC(=O)c2cccs2)o1)Nc1ccccc1F	-5	-5	0.1	12	1	0.88	1.2	-23	3
N/C(=N\OC(=O)c1ccc(Cl)cc1)c1[nH]ncc1Br	1	0	2.3	8	-4	0.92	1.2	-20	-4
CC(Sc1n[nH]c(N)n1)C(=O)NC1CCCCC1C (centres undefined)	4	-7	-0.7	-11	0	1.1	1.1	-8	0
O=C(NCCN1C(=O)S/C(=C\c2ccccc2F)C1=O)C1CCCN1C(=O)c1cccs1 (centres undefined)	-2	-3	0.0	5	-4	0.95	0.81	19	0
Cc1cc2ncc(Cl)nc2cc1C	-1	-2	12	3	0	0.97	1	0	-2
O=C(NCC1CCCO1)c1nn2c(C(F)(F)F)cc(-c3ccco3)nc2c1Cl (centres undefined)	-4	-4	-0.2	10	1	0.9	1.2	-21	3
COc1cccc(NC(=O)c2ncc(Cl)c(Cl)c2Cl)c1	1	-9	6.2	3	-1	0.97	0.82	18	-6
CN(C)CCCN(C(=O)c1ccc(S(=O)(=O)N2CCCCC2)cc1)c1nc2cc3c(cc2s1)OCO3	2	5	0.8	7	0	0.93	1.2	-20	-7
COc1ccc(-c2ccc(C(C)=O)cc2)cc1[C@H]1[C@H]2C=CC[C@@H](C)[C@@H]2C(=O)N1Cc1ccccc1	-7	-11	-0.4	1	1	0.99	1.1	-13	-9
COc1[nH]c2ccc(F)cc2c1C(=O)OCC1CCN(CCNS(C)(=O)=O)CC1	-5	-8	-1.8	-1	0	1	1	-2	-4
S=C(Nc1ccc(Cl)cc1)N1CCN(Cc2ccccc2)CC1	-3	-2	1.3	-19	-3	1.2	1.1	-8	1
O=C1Nc2cc(C(=O)N3CCC(N4CCCCC4)CC3)ccc2S/C1=C\c1ccccc1	-7	-6	3.0	7	0	0.93	1	0	-5
COc1ccc2c(c1)CCc1c(C(=O)NC3CCCCC3)noc1-2	-2	-6	2.2	5	-5	0.95	0.97	3	0
Cc1csc(NC(=O)CSc2ccc(-c3ccccn3)nn2)n1	2	-8	2.1	0	1	1	0.99	1	-4
O=C(Nc1ccc(Cl)cc1Cl)N1CCN(c2ncccn2)CC1	1	-10	-0.1	-14	1	1.1	0.95	5	-2
Cc1ccc(C)c(NC(=O)CN(C)C(=O)C2CCN(C(=O)Nc3ccccc3)CC2)c1	4	7	-1.3	-4	0	1	1.1	-8	0
COc1cccc(S(=O)(=O)NCc2ccc(C(=O)Nc3cccc(Cl)c3)cc2)c1	5	-1	2.4	5	15*	0.95	1.1	-6	-3
Nc1ccc(-c2nc3ccccc3s2)cn1	-5	-8	-1.7	-3	2	1	0.85	15	-3
Cc1ccc(SCc2cc(=O)c3c(=O)n(-c4ccccc4)[nH]c3[nH]2)cc1	5	10	-1.9	11	-3	0.89	0.94	6	-3
c1ccc(CN2CCN(c3nc4ccccc4s3)CC2)cc1	-3	-6	-0.8	5	-1	0.95	1.1	-14	-6
COc1cc(CNCCc2c[nH]c3ccccc23)cc(Cl)c1OCC(N)=O	-2	-4	-1.7	8	2	0.92	1.1	-7	-1
